H9c2 TAG inh: inhibitors of triacylglycerol accumulation, primary screen, cell-based, uHTS, fluorescence, H9c2. H9c2 cells, Nile Red lipid (TAG) fluorescence; cells loaded with 200 µM oleic acid. inhibition, % at 12.5 µM. 230,000 compounds, 0.66% hits;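 active = pattern-corrected inhibition of lipid staining of at least 50% with the nuclear-stain viability signal not falling by more than 50%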;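 note: 0% = DMSO wells and 100% = triacsin C control wells; some results filed as inactive read as strong as hits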
H9c2 TAG inh DAPI viability: further read-out of H9c2 TAG inh, marked with its call; DAPI nuclei signal change (viability), lower = more cytotoxic, %;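 whole-well DAPI fluorescence read on a plate reader as a viability signal; minus 50 percent equals half of cells still viable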
An asterisk follows results filed as active. A portion of the library. The share of hits here may be higher or lower than overall.

Structure	H9c2 TAG inh	H9c2 TAG inh DAPI viability
COc1ccc(C(=O)/C=C/c2ccccc2OC)c(OC(=O)c2ccc([N+](=O)[O-])cc2)c1	-15	5
COC(=O)C1(C)NC(c2cccc(C)c2)C2C(=O)N(c3ccccc3)C(=O)C21 (stereo not given)	-1	2
CSc1nnnn1-c1cccc(O)c1	1	-1
COc1ccc(Cl)cc1Cn1c(C)c(C(=O)NCc2ccccc2C(F)(F)F)sc1=O	1	5
CC(C)(C)CCN1CCC(CN2CCNC2=S)CC1	6	11
c1ccc(-n2cnc3cc(NCc4ccncc4)ccc32)cc1	9	-5
Cc1ccc(C(=O)Nc2cccnc2Cl)cc1Cl	10	0
CC(=O)N1CCN(c2ccc([N+](=O)[O-])cc2)CC1	-18	4
COc1ccc(S(=O)(=O)N2CCC(C(=O)Oc3cccc(C)c3)CC2)cc1OC	-13	3
c1ccc(Nc2nc3ccccc3n3cnnc23)cc1	-2	1
Cc1cc(NC(=O)CSc2ncnc3ccccc23)no1	-18	5
CCCNC(=O)C1CC(c2ccc(C(F)(F)F)cc2)=NO1 (stereo not given)	2	0
CN1CCN(c2ccc(C(CC(N)=O)NC(=O)Cc3cccc4ccccc34)cc2[N+](=O)[O-])CC1 (stereo not given)	-3	5
Cc1ccc(N(C(=O)Cc2cccs2)C(C(=O)NCC2CCCO2)c2ccncc2)cc1 (stereo not given)	-10	6
Cc1cccc(NC(=O)COC(=O)c2cccc(S(=O)(=O)N3CCCCCC3)c2)c1	-4	3
O=C(NN1CCOCC1)c1cc(-c2ccncc2)nc2ccccc12	12	-2
CCOc1ccc(NC(=O)c2ccc(F)cc2F)cc1	2	10
Cc1nc(Cl)c(C#N)c2c1CCCC2	9	-2
CC(=O)C1CCC2C3CCC4=CC(=O)CCC4(C)C3(F)C(O)CC12C (stereo not given)	29	9
N#CC1=C2N=C(N)c3ccccc3N2C2=C(C(=O)CCC2)C1c1ccc(Cl)cc1 (stereo not given)	14	-11
CCOc1ccc(OCC(O)CNC2CCN(Cc3ccccc3)CC2)cc1 (stereo not given)	2	32
Cc1noc(C)c1COc1cccc(C(=O)NCc2ccccc2Cl)c1	9	-2
COc1cccc(C(=O)OCC(=O)NCCc2ccccc2)c1OC	5	0
CCCNC(=S)N1CCC(NC(=O)c2cccc(C)c2)CC1	6	1
Cc1ccc(Cl)cc1N1CCN(S(=O)(=O)c2ccc3c(c2)oc(=O)n3C)CC1	11	-8

Ordered by heavy-atom count (lowest first): some entries from above.
Structure	H9c2 TAG inh	H9c2 TAG inh DAPI viability
Cc1ccc(C(=O)Nc2cccnc2Cl)cc1Cl	10	0
c1ccc(Nc2nc3ccccc3n3cnnc23)cc1	-2	1
CCCNC(=O)C1CC(c2ccc(C(F)(F)F)cc2)=NO1 (stereo not given)	2	0
COc1cccc(C(=O)OCC(=O)NCCc2ccccc2)c1OC	5	0
N#CC1=C2N=C(N)c3ccccc3N2C2=C(C(=O)CCC2)C1c1ccc(Cl)cc1 (stereo not given)	14	-11

The listing continues.
Structure	H9c2 TAG inh	H9c2 TAG inh DAPI viability
O=C1[C@H](Cc2ccccc2)NCCCC[C@H](c2ccco2)N1Cc1ccccc1	-12	6
CCC(=O)Nc1cc(C(F)(F)F)ccc1N1CCCC1	-1	-7
COc1ccc2c(=O)cc(-c3ccccc3F)oc2c1	0	6
Cc1ccc2nc(Cl)c(/C=C/C(=O)c3ccco3)cc2c1	10	-4
COC(=O)C(CC(=O)O)NCc1ccco1 (stereo not given)	3	-8
CCCCn1c(N)c(N(CCC(C)C)C(=O)c2cc(Cl)nc3ccccc23)c(=O)[nH]c1=O	19	-6
Cc1ccc(S(C)(=O)=NC(=O)c2cc(C)on2)cc1 (stereo not given)	0	-5
COc1cc(C(=O)Nc2ccc(S(=O)(=O)N3CCCCC3)cc2)ccc1OCC(=O)N1CCOCC1	-14	4
Cc1cc(C)nc(/N=C(\N)Nc2ccccc2-c2ccccc2)n1	-1	7
O=C(CC(c1ccccc1)c1ccccc1O)NCc1ccccc1 (stereo not given)	-20	-4
CCCCn1c(N)c(N(CC(C)C)C(=O)C2=NN(c3ccccc3)C(=O)CC2)c(=O)[nH]c1=O	-5	-4
CCOc1ncnc2c1sc1nc(C)cc(C)c12	3	4
CC(=O)NC(Cc1c[nH]c2ccccc12)C(=O)OCC(=O)N1CCCCCC1 (stereo not given)	10	5
CN(C(=O)CSc1nc2ccccc2n1C)C1CCS(=O)(=O)C1 (stereo not given)	17	8
Cc1ccc(NC(=O)Cc2ccccc2F)cc1S(=O)(=O)N1CCCCCC1	-1	-5
CC(NC(=O)c1ccc(S(=O)(=O)C(F)F)cc1)c1ccccc1 (stereo not given)	5	-7
CCOC(=O)C1CCCCN1C(=O)CCc1nnc(-c2ccc3c(c2)OCO3)o1 (stereo not given)	-21	-1
CCCCN1C(Nc2ccccc2)=NC[C@@H]1CC(C)C	-10	5
O=c1[nH]c2ccccc2nc1/C=C/c1ccc(O)cc1	-3	12
COc1ccc(C(C(=O)NC2CCCCC2)N2CCC3(CC2)OCCO3)cc1 (stereo not given)	10	3
CC(C)C(NC(=O)c1ccccc1)C(=O)NCCc1ccccc1 (stereo not given)	-11	7
Cc1cccc(C)c1NC(=O)CSC(=O)c1sc2ccccc2c1Cl	-5	10
COc1ccc2nc(SCC(=O)N3CCN(c4ccc(F)cc4)CC3)c(C#N)cc2c1	36	-1
CCOc1ccc(NC(=O)CN(C)C(=O)c2cc(-c3ccncc3)nc3ccccc23)cc1OCC	20	2
CCCNCC(=O)Nc1cccc(S(=O)(=O)NC2=NCCCCC2)c1	-26	6

As entered above:
For H9c2 TAG inh, O=C1[C@H](Cc2ccccc2)NCCCC[C@H](c2ccco2)N1Cc1ccccc1 shows -12
For H9c2 TAG inh DAPI viability, CC(C)C(NC(=O)c1ccccc1)C(=O)NCCc1ccccc1 (stereo not given) shows 7
For H9c2 TAG inh DAPI viability, CC(=O)NC(Cc1c[nH]c2ccccc12)C(=O)OCC(=O)N1CCCCCC1 (stereo not given) shows 5

Remaining list, next part:
Structure	H9c2 TAG inh	H9c2 TAG inh DAPI viability
CN(C)C1=NC[C@H](Cc2ccccc2)N1CCc1ccc(F)cc1	13	-6
O=C1CC(Cc2ccccc2)C(=O)N1Cc1ccco1 (stereo not given)	-11	4
O=C(O)Cn1nc2ccccc2n1	-1	-16
COC(=O)Nc1ccc(S(=O)(=O)N2CCCC(C(=O)N3CCC(C)CC3)C2)cc1 (stereo not given)	8	-3
COc1ccc(CCNC(=O)CSc2nnc(Cc3csc(N)n3)n2C)cc1OC	-12	7
O=C(O)CCn1cc(-c2ccc(Cl)cc2)nc1-c1ccc(Cl)nc1	-6	-7
COc1cc(OC)c2ccc(=O)oc2c1C(CCN1CCCC1)c1ccc(N(C)C)cc1 (stereo not given)	-16	13
CCOC(=O)C1(C)CCCCN1C(=O)c1ccnc(Cl)c1 (stereo not given)	-5	5
CN(Cc1ccc(C(C)(C)C)cc1)C(=O)Cc1ccc(S(=O)(=O)N2CCOCC2)s1	1	7
COc1ccc(C(=O)/C=C/c2ccsc2)cc1CSCC(=O)O	4	8
COc1ccccc1CN1C(=O)c2ccccc2C1C(=O)NC1CCC(C)CC1 (stereo not given)	-1	5
Cc1ccc(-c2nnc(N3CCN(C(=O)c4cccs4)CC3)c3ccccc23)cc1	5	-5
COc1ccc(OCCCC(=O)Nc2ccc(S(=O)(=O)N3CCOCC3)cc2)cc1	-18	5
CCOC(=O)N1CCN(C(=O)CNC(=O)Cc2ccc(Cl)cc2)CC1	-15	6
COC(=O)c1ccc(CN2CCN(CC(C)C)C(CCO)C2)cc1 (stereo not given)	-1	-3
Cc1cccc(C(=O)OCC(=O)NC(=O)NCc2ccccc2)c1	12	2
Cc1cc(/C(N)=N/OC(=O)Nc2cccc(C(F)(F)F)c2)no1	-7	2
CCc1ccc(/C=N/NC(=O)c2cc(-c3ccccc3OC)nc3ccccc23)s1	9	-10
COc1ccc(CN2CCSCC2)c(OC)c1C	-5	1
O=C(OCc1nc2ccccc2s1)c1ccco1	8	-4
CCOC(=O)CCn1c(=S)n(CCC(=O)OCC)c2ccccc21	10	1
O=C(CSc1nc(-c2ccccc2)c(-c2ccccc2)[nH]1)NCCN1C(=O)CSC1=O	-5	0
CCC(=O)N(NC1=NS(=O)(=O)c2ccccc21)S(=O)(=O)c1ccc(C)cc1	-8	2
O=[N+]([O-])c1ccccc1Nc1ccccc1[N+](=O)[O-]	7	-1
Cc1csc(NC(=O)C(C)Oc2ccc(Cl)cc2C)n1 (stereo not given)	0	-6
Cc1ccc(-c2nnc3n2N=C(c2ccccc2Br)CS3)cc1	7	-20
C=CCn1ccc2c([N+](=O)[O-])cccc2c1=O	1	6
Cc1cnc(CNC(=O)c2ccc3oc(Cc4ccc(Cl)cc4)nc3c2)cn1	4	-4
C[C@H](CO)N1C[C@H](C)[C@H](CN(C)C(=O)c2ccc3ccn(C)c3c2)OCc2cnnn2CCCC1=O	-6	-6
COc1ccc(-n2nnnc2CNC(=O)c2ccc(S(=O)(=O)N3CCOCC3)cc2)cc1	-6	-6
c1ccc(Oc2ccc3ccccc3n2)cc1	4	-9
Cc1cc(Cl)ccc1Oc1cccc(C(=O)/C(C#N)=C/N(C)C)c1	-10	4
O=C(Cn1cc(C(F)(F)F)ccc1=O)Nc1ccccc1	8	-5
CCCCn1nnc(NC(=S)NC(=O)c2ccc(OCC)c([N+](=O)[O-])c2)n1	12	-4
CCN(CC(=O)Nc1ccc(C(C)=O)cc1)CC(=O)Nc1ccccc1C(F)(F)F	12	1
CCOC(=O)C1C2C=CC3(CN(Cc4cccs4)C(=O)C13)O2 (stereo not given)	-15	7
CSCC[C@H](NC(=O)Nc1cccc(C(F)(F)F)c1)C(=O)O	-1	11
c1ccc(-c2sc3ccccc3c2-c2ccc(OCCN3CCCC3)cc2)cc1	38	-32
CC(C)CC(N)c1csc(NC(=O)Nc2ccccc2C(C)C)n1 (stereo not given)	27	-9
O=C(OCc1cc(Cl)ccc1OC(F)F)c1cccnc1	1	-4
O=[N+]([O-])c1cc(S(=O)(=O)Nc2cccc(C(F)(F)F)c2)ccc1-n1nnc2ccccc21	7	-7
CN(Cc1cn(C)nc1-c1cccc(Cl)c1)CC1CCCCO1 (stereo not given)	-5	5
COc1ccccc1NC(=S)N(CCN1CCCCCC1)Cc1cccs1	-6	3
COc1ccc(CCNC(=O)C2CC3Cn4c(nc5ccccc54)C3N2c2ccccc2)cc1 (stereo not given)	5	-3
O=C(c1cc(Br)ccc1OC(F)F)N1CCN2CCCC2C1 (stereo not given)	-6	-4
CNC(=O)CN1C(=O)C2C3C=CC(C3)C2C1=O (stereo not given)	0	-5
COc1ccc(OC)c(-c2nnc(SCC(=O)N3CCOCC3)o2)c1	-6	-2
CCOC(=O)[C@@H]1[C@H]2COc3cc(OC)ccc3[C@H]2N2C(=O)N(c3cccc(F)c3)C(=O)[C@]12C	17	-7
COc1cc(C(c2c(C)[nH][nH]c2=O)c2c(C)[nH][nH]c2=O)ccc1OC(C)C	10	-8
O=C(Cc1cccs1)N1CCN(c2cccc(Cl)c2)CC1	-18	7

Further structures.
Structure	H9c2 TAG inh	H9c2 TAG inh DAPI viability
CC1CCN(C(=O)COC(=O)C2CCN(S(=O)(=O)c3ccc4c(c3)OCCO4)CC2)CC1	9	0
COc1ccc(NC(=O)C2c3cc(OC)c(OC)cc3C(=O)N(C)C2c2cccnc2)cc1OC (stereo not given)	1	0
O=c1[nH]c(CN2CCCC2)nc2sc3c(c12)CCC3	-5	10
Cc1nn(-c2ccccc2)c2sc(C(=O)N(CC(=O)NC3CCCC3)Cc3ccco3)cc12	33	-6
CCN1C(=O)C(CC(=O)NC2CCCCC2)N(CC)C1=O (stereo not given)	-16	2
O=C(CCSc1nc(-c2ccc3c(c2)OCO3)cc(C(F)(F)F)n1)NCc1ccco1	-1	-5
COc1ccc([C@H]2C[C@@H](n3cc(-c4ccc(F)cc4)nn3)[C@H](O)CN2C(=O)c2cccs2)cc1	-2	4
O=C(OCc1nnc(-c2ccccc2)o1)c1cc([N+](=O)[O-])ccc1Cl	8	-9
CC(OC(=O)CCCc1nc2ccccc2s1)C(=O)NC(N)=O (stereo not given)	-7	1
CN1CCN(C(=O)c2ccccc2NC(=O)COc2ccccc2Cl)CC1	10	-8
COc1ccc(-c2c(N)cnc(C(=O)O)c2C)c(OCc2ccccc2)c1OC	-2	3
Cn1c(SCC(=O)c2ccc3c(c2)OCO3)nnc1C1COc2ccccc2O1 (stereo not given)	2	-12
OCCNC(=S)Nc1cccc(Cl)c1Cl	4	-1
Cc1csc(NC(=O)Nc2ccc(Cl)cc2)n1	5	-5
CC(N=C1CC(C)(C)CC(=O)/C1=C(/O)CCCN1C(=O)c2ccccc2C1=O)C(=O)O (stereo not given)	8	-1
O=C1CCC(=O)N1CNc1cccnc1	5	10
COc1cc(/C=N/Nc2nc(Nc3ccccc3)nc(N3CCOCC3)n2)ccc1OC(=O)c1ccco1	136	-87
COc1ccc(CC(=O)Nc2ccc(F)c(F)c2F)cc1S(=O)(=O)N1CCOCC1	-4	-5
Cc1ccc(C(=O)C(C)Oc2ccc3ccc(=O)oc3c2)cc1 (stereo not given)	0	3
Cc1ccc(Nc2nnc(SCC(=O)NC3CC3)s2)cc1	-8	3
CCOC(=O)CNc1c(-c2ccc(F)cc2)nc2cnccn12	-15	20

Screening data: PubChem BioAssay, Sanford-Burnham Center for Chemical Genomics
